# CRFBP-R2 agonist: agonists of CRF-BP/CRF-R2 complex, primary screen, cell-based, HEK293, calcium dye fluorescence, uHTS. CRF-binding protein / CRF receptor 2 complex (human). calcium dye fluorescence (FLIPR); percent of saturating CRF peptide response. activation, % at 13.2 µM. 350,000 tested, 0.46% active. AID 588473, 2011;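 active = activation of at least 50%, plus an integration ratio under a set limit after plate pattern correction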;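 also: plate controls were neutral control wells without compound for no effect and CRF at EC100 for full effect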
# p-CIP stab down: p/CIP-EGFP fusion destabilizers, primary screen, fluorescence, F442A cells. decrease of EGFP signal, % at 10 µM. AID 1984, 2009. 290,000 tested, 0.01% active. Q05BA5. 16 h;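 active = EGFP signal decrease of at least 30% at 10 µM or well 3 SD below plate mean, unless failing retest; inactive = the rest, including hits failing retest or dose response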; also: some compounds called inactive have numbers as strong as hits; many of its hits are not listed in these tables
# GalR3 antagonist: GalR3 antagonists in HEK293 cells, primary screen, cell-based, fluorescence readout. Galanin receptor type 3 (Homo sapiens), O60755. HEK293 GalR3-CNG cAMP membrane potential fluorescence; galR3 body fused to GalR1 C-terminus. inhibition, % at 3 µM. 360,000 tested, 0.44% active. AID 651719, 2012;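 active = inhibition above the screen-wide average plus 3 SD, cut at about 13% in these data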;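 also: forskolin and galanin both at EC90 stimulate the cells; cAMP rise reported by CNG channel membrane potential dye signal; 0% = forskolin plus galanin with DMSO and 100% = forskolin alone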
# MEKK3 PB1 HTS: modulators of MEKK3-MEK5 PB1 binding, primary screen, biochemical, wildtype MEKK3, multiplex bead flow cytometry, Alexa488-MEK5 | binding response (% of control), % at 10 µM | 290,000 tested, 1.4% active | Mitogen-activated protein kinase kinase kinase 3 (Homo sapiens), Q99759 | AID 1529, 2009 | bead-based flow cytometry, Alexa488-MEK5 binding to MEKK3; actives lie on both sides; 0 = blocked by unlabeled MEK5, 100 = vehicle;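 active = binding response more than 3 SD above or below the average of its plate-row segment, actives on both sides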;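 also: Alexa488 bead fluorescence after subtracting the streptavidin-only scavenger bead signal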
# PHOSPHO1 block: PubChem AID 1565 | inhibition, % at 13.3 µM | recombinant PHOSPHO1, absorbance phosphatase assay | 290,000 tested, 1.1% active; in the data active = inhibition above about 60%
# IDE cell activ: human IDE activators in live cells, primary screen, fluorescence polarization, HEK cells, FAbeta-B substrate. 340,000 tested, 0.073% active. FAbeta-B cleavage; 0% vehicle, 100% cell-free pure enzyme wells. activation, % at 5.96 µM. AID 493087, 2011. Insulin-degrading enzyme (Homo sapiens), P14735;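 active = activation above the mean of all tested compounds plus 3 SD, set per screening campaign, cut at about 17% in these data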
# Target sequence (P14735 whole entry, looked up): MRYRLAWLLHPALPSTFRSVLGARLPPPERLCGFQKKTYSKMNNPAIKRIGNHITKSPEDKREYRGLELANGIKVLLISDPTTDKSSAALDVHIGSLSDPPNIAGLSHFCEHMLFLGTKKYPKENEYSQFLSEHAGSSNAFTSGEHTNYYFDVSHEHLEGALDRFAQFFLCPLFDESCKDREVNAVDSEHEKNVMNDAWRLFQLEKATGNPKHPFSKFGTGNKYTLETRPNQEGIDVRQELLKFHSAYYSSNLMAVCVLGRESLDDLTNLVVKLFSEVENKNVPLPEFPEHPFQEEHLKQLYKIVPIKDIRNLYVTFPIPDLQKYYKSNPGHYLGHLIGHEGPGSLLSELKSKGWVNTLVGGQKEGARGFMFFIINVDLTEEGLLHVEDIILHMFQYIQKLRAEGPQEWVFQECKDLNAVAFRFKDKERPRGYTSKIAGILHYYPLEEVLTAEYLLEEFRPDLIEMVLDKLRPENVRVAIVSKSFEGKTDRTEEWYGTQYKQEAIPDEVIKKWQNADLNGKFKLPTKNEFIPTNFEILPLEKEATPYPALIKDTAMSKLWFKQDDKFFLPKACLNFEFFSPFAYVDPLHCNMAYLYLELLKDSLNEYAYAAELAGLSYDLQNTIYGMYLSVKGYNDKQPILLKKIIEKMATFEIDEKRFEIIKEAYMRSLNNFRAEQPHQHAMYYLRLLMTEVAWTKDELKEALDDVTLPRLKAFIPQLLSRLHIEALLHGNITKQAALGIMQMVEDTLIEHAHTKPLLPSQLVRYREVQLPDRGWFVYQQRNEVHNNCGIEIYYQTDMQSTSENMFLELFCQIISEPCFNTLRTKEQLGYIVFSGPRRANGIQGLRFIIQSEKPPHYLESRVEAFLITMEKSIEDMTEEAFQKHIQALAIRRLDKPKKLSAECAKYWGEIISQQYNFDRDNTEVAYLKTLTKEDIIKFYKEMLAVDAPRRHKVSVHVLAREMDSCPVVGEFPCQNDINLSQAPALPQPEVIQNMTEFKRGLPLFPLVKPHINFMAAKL
# CHRM4 PAM: human M4 muscarinic receptor positive allosteric modulators, primary screen, CHO-K1 cells, Fluo-8 calcium fluorescence; activation, % at 3 µM; 360,000 tested, 0.4% active; AID 624126, 2012; CHO-K1 hM4/Gqi5, ACh EC20; 0% = ACh EC20, 100% = maximal ACh;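 active = activation above its plate's cutoff, the mean activation of sample wells plus 3 SD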; also: some results filed as inactive read as strong as hits
# CRFR2-BP antag: antagonists of CRF-BP/CRF-R2 complex, primary screen, cell-based, HEK293, calcium dye fluorescence, uHTS; CRF-induced calcium fluorescence; inhibition, % at 11.8 µM; 350,000 tested, 0.59% active; AID 588475, 2011;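 active = inhibition of the ligand-induced calcium signal above about 50% at the single tested concentration, limit read from the data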
# IDE cell inh: human IDE inhibitors in live cells, primary screen, fluorescence polarization, HEK cells, FAbetaB substrate. FAbetaB cleavage. inhibition, % at 5.59 µM. 320,000 tested, 0.41% active;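 active = percent inhibition above the average of all tested compounds plus 3 SD, set per screening campaign, cut at about 16% in these data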;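 also: IDE supplied by intact live HEK cells; FP after avidin binding of uncleaved biotin substrate so inhibition keeps polarization high; 0% = DMSO wells and 100% = 60 µM reference IDE inhibitor Ii1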
# Numbers without * were called inactive; . = no result given.
CRFBP-R2 agonist	p-CIP stab down	GalR3 antagonist	MEKK3 PB1 HTS	PHOSPHO1 block	IDE cell activ	CHRM4 PAM	CRFR2-BP antag	IDE cell inh	molecule
-0.3	1	-9	101	22	1	4	5	-1	O=C(NCCCn1ccnc1)c1ccc(C(F)(F)F)cc1
-0.4	.	-6	.	.	-1	1	-3	-2	O=C(OCc1nnc(-c2ccccc2)o1)c1cccc(-n2cnnn2)c1
40	-29	-3	98	10	-5	-8	-8	-1	O=C(NCc1cccc(Cl)c1)c1cc(COc2ccc3ncccc3c2)on1
-4.1	.	-5	.	.	5	-1	-23	.	CN(C)c1nc(=NCc2cccs2)ss1
0.3	-10	-4	100	-44	1	25	3	2	Cc1cc(C)n2nc(NCc3cccc(Br)c3)nc2n1
-0.7	-4	-5	102	21	-2	13	12	-1	O=C(CSc1nnc(COc2cccc3cccnc23)o1)N1CCc2ccccc21
1.5	1	-4	94	1	3	12	34	6	CCOC(=O)N/N=C(/c1ccccc1)C1CCCCC1
4.5	-3	0	105	10	2	-11	40	-3	O=C(COC(=O)CSc1nnc(-c2ccc(Cl)cc2)o1)Nc1cc(Cl)ccc1Cl
-0.6	7	-5	103	33	5	8	12	-1	CCOc1ccccc1NC(=S)NCCCn1ccnc1
0.1	-1	-6	102	0	-3	0	3	-4	CCOC(=O)c1ccc(N2C(=O)CC(N3CCC(O)(c4ccc(Cl)cc4)CC3)C2=O)cc1 (stereo unspecified)
4.6	8	-4	101	.	2	-12	-14	1	CCOc1ccc(S(=O)(=O)Nc2ccc(C(=O)NCC(c3ccccc3)N(C)C)cc2)cc1 (stereo unspecified)
-1.4	-6	-2	102	13	8	0	22	3	O=C(CN1C(=O)C2CCCCN2C(=O)c2ccccc21)N1CCCc2ccccc21 (stereo unspecified)
-1.6	-9	-13	108	15	-1	3	18	.	Cc1ccc(S(=O)(=O)c2c(O)c3ccc(C(=O)O)cc3[nH]c2=O)cc1
-1.3	.	-6	.	.	.	-7	-3	.	Cc1cccc(NC(=O)CSCC(=O)Nc2cc(C(F)(F)F)ccc2N2CCOCC2)c1
4.2	-1	.	96	94*	-17	-5	-32	11	COc1ccc(N2CSC3=C(C#N)C(c4cc(OC)ccc4OC)CC(=O)N3C2)c(OC)c1 (stereo unspecified)

CRFBP-R2 agonist	p-CIP stab down	GalR3 antagonist	MEKK3 PB1 HTS	PHOSPHO1 block	IDE cell activ	CHRM4 PAM	CRFR2-BP antag	IDE cell inh	molecule
-4.0	-1	-9	100	-15	5	0	11	-6	CCOc1ccc(CCNC(=O)CCC(=O)Nc2ccc3nc(N4CCN(C)CC4)cc(C)c3c2)cc1OCC
-0.7	-2	-3	101	-3	6	1	1	3	COc1ccc([N+](=O)[O-])cc1NC(=O)c1ccc(CN(c2ccc(C)c(C)c2)S(C)(=O)=O)cc1
0.3	-4	4	103	-37	6	7	0	4	CCOC(=O)c1[nH]c2ccc(F)cc2c1NC(=O)c1cc(OC)c(OC)c(OC)c1
-0.7	-8	-6	104	37	4	-8	-11	0	O=C(CCC(=O)Nc1ccc(F)cc1)N/N=C/c1ccc(F)cc1
-1.2	5	-5	103	14	0	-1	8	8	Cc1cccc(Nc2nn3c(=O)c4ccccc4nc3s2)c1
-0.9	-19	0	98	18	1	8	0	-3	CCn1c(SCC(=O)Nc2ccccc2)nnc1-c1ccc(S(=O)(=O)N2CCOCC2)cc1
-1.1	-15	.	110	-10	2	-2	-8	6	COCC(=O)NCCSc1c(C)[nH]c2ccccc12
3.4	-7	-8	110	10	-4	-1	16	.	COc1cc(OC)c(C(=O)/C=C/c2ccc(OCc3ccccc3)c(OC)c2)c(OC)c1
-0.3	-1	-1	97	24	7	-6	18	1	NC(=O)c1cccn1-c1ncc(C(F)(F)F)cc1Cl
0.2	-4	-5	102	10	3	7	9	-3	O=c1oc2cc(O)ccc2c2c1CCCC2
0.0	-10	-2	104	9	7	8	-7	10	C=CCSc1nnc2n(CCc3ccccc3)c(=O)c3c4c(sc3n12)COC(C)(C)C4
-1.3	-7	-5	97	52	4	-13	-6	1	CCOC(=O)C1(Cc2ccccc2Cl)CCN(Cc2csc(C(C)=O)c2)CC1
0.3	-5	-8	96	28	0	-3	10	0	CC(C)c1ccccc1NC(=O)COC(=O)COc1ccccc1[N+](=O)[O-]
0.0	.	-4	.	.	6	8	3	1	C/C=C/C1=CC(=O)C[C@H](c2ccc(Cl)cc2)C1
2.8	5	0	97	-6	2	6	-2	0	COc1ccc(-c2cc3nc(C)cc(N4CC(C)CC(C)C4)n3n2)cc1 (stereo unspecified)

# Ordered by length of the SMILES (lowest first): some entries from above.
CRFBP-R2 agonist	p-CIP stab down	GalR3 antagonist	MEKK3 PB1 HTS	PHOSPHO1 block	IDE cell activ	CHRM4 PAM	CRFR2-BP antag	IDE cell inh	molecule
-0.6	7	-5	103	33	5	8	12	-1	CCOc1ccccc1NC(=S)NCCCn1ccnc1
-0.3	1	-9	101	22	1	4	5	-1	O=C(NCCCn1ccnc1)c1ccc(C(F)(F)F)cc1
-0.7	-2	-3	101	-3	6	1	1	3	COc1ccc([N+](=O)[O-])cc1NC(=O)c1ccc(CN(c2ccc(C)c(C)c2)S(C)(=O)=O)cc1

# The list continues:
CRFBP-R2 agonist	p-CIP stab down	GalR3 antagonist	MEKK3 PB1 HTS	PHOSPHO1 block	IDE cell activ	CHRM4 PAM	CRFR2-BP antag	IDE cell inh	molecule
-1.0	.	-3	.	.	2	0	2	8	CCN(CC(=O)Nc1ccc(NC(C)=O)cc1)C(=O)c1cccc2ccccc12
-2.6	-8	-1	96	2	4	3	-21	4	Cn1c(-c2sc3cc(C(F)(F)F)cnc3c2-c2cccs2)n[nH]c1=S
-1.2	-8	0	98	20	3	0	-29	-1	CC(C)CC1C2C(=O)N(c3ccccc3)C(=O)C2ON1c1ccccc1 (stereo unspecified)
-0.1	0	-9	117	41	-1	-7	9	5	COc1ccc2[nH]c(C)c(-c3csc(N)n3)c2c1
-3.1	2	-4	99	24	3	5	25	-3	C/C(=C\C(=O)c1ccncc1)Nc1ccccc1O
-2.9	-9	-6	.	3	5	6	21	-2	CC(=O)NC1C(=O)N=C(SCC(=O)NC(C)c2ccccc2)NC1=O (stereo unspecified)
1.1	.	-8	.	.	6	-2	-5	4	Cc1ccc(S(=O)(=O)c2cc(Nc3ccccc3)ccc2O)cc1
2.2	0	0	105	34	6	0	1	0	O=C(CC1C(=O)NCCN1Cc1c(F)cccc1Cl)NCCc1ccccn1 (stereo unspecified)
-0.5	-3	.	98	10	4	4	1	8	COc1ccccc1N1CCN(C(=O)c2ccc3c(=O)n(Cc4ccc5c(c4)OCO5)c(=O)[nH]c3c2)CC1
1.0	-13	-4	98	50	7	-4	-13	1	CCN(C(=O)c1cnc(N2CCN(c3ncccn3)CC2)c2ccccc12)c1cccc(Cl)c1
-0.6	.	-3	.	.	-3	-6	19	.	c1ccc(C(Nc2cccnc2)c2ccccc2)cc1
-2.8	7	-3	98	45	-4	13	-1	-1	Cc1cccc2c(N=O)c(O)[nH]c12
-1.1	-3	-3	105	1	3	-2	5	-3	C/C(=N\N=C1\NC(=O)CC(C(=O)O)S1)c1ccc(F)cc1 (stereo unspecified)
0.2	.	-3	.	.	6	8	-3	1	CCN(C(=O)COC(=O)CCC(=O)c1cccs1)c1ccccc1
-1.1	.	2	.	.	1	-2	3	4	COc1ccc(CC(=O)Nc2cccc(S(=O)(=O)N3CCCCC3)c2)cc1

CRFBP-R2 agonist	p-CIP stab down	GalR3 antagonist	MEKK3 PB1 HTS	PHOSPHO1 block	IDE cell activ	CHRM4 PAM	CRFR2-BP antag	IDE cell inh	molecule
0.3	-11	-3	95	-3	5	-1	38	-4	Cc1ccc(NCc2ccccc2O)cc1C
-1.3	-1	.	102	-10	-13	-14	-36	5	O=C1c2ccccc2C(Nc2ccc(-c3nc4ccccc4[nH]3)cc2)N1Cc1ccco1 (stereo unspecified)
-0.4	-17	-2	101	27	0	-8	-4	3	Cc1c(-c2cc(C(=O)O)c3ccccc3n2)cnn1C
0.8	.	.	.	.	4	2	0	-3	NS(=O)(=O)c1ccc(CCNC(=O)CNC(=O)c2ccc(Br)o2)cc1
-1.0	.	-2	.	.	9	8	-4	-4	CCc1ccc(N2CC(C(=O)Nc3cccc(C(=O)NC4CC4)c3)CC2=O)cc1 (stereo unspecified)
-1.1	-21	-4	106	18	-7	-4	-5	5	CCOC(=O)c1ccc(NC(=O)c2ccc3c(c2)C(=O)N(CC2CCCO2)C3=O)cc1 (stereo unspecified)
-0.8	.	-3	.	.	-2	-2	-2	-9	CCOc1ccccc1NC(=O)CSc1nnc(-c2cccnc2)o1
-0.4	.	-6	.	.	4	-2	2	-3	CC(=O)Nc1ccc(NC(=O)COC(=O)COc2ccc3ccccc3c2)cc1
-2.4	7	-7	111	21	6	-7	43	3	Cc1ccc(S(=O)(=O)N2CCCN(S(=O)(=O)C3CCS(=O)(=O)C3)CC2)cc1 (stereo unspecified)
-1.0	.	2	.	.	6	19	-2	.	Nc1c(Cl)cc(C(=O)NC2CC2)cc1Cl
6.4	-12	-5	98	11	5	1	13	-6	Cc1cccc(NC(=O)C2CCN(c3nc(C)cc(C)n3)CC2)c1
0.6	-2	-7	97	14	3	-4	7	3	CCCN(CC(=O)Nc1ccc(C(N)=O)cc1)CC(=O)Nc1ccc(F)c(F)c1F
3.4	-4	-5	96	23	-3	5	-30	7	C=CCn1c(SCC(=O)NCCC2=CCCCC2)nc2ccc(Cl)cc2c1=O
-1.1	-19	-3	107	-25	-2	14	-1	0	O=C(CSc1nnc(NC(=O)C2CCC2)s1)NC1CC1
-1.4	0	-3	110	-3	-1	-2	-4	3	COc1ccc(Br)cc1CNC(=O)CCc1nc(-c2ccccc2F)no1
0.6	.	-5	.	.	-4	8	12	4	COc1cccc(CNC(=O)CSCC(=O)Nc2cc(C)on2)c1
-1.9	-7	0	98	10	3	14	6	-1	O=C(CCS(=O)(=O)Cc1ccccc1)N1CCN(Cc2ccccc2)CC1

# Single records (already shown). Order of screens: CRFBP-R2 agonist, p-CIP stab down, GalR3 antagonist, MEKK3 PB1 HTS, PHOSPHO1 block, IDE cell activ, CHRM4 PAM, CRFR2-BP antag, IDE cell inh
# `CCOc1ccccc1NC(=O)CSc1nnc(-c2cccnc2)o1` reads -0.8, ., -3, ., ., -2, -2, -2, -9
# `O=C1c2ccccc2C(Nc2ccc(-c3nc4ccccc4[nH]3)cc2)N1Cc1ccco1` (stereo unspecified) reads -1.3, -1, ., 102, -10, -13, -14, -36, 5
# `CCCN(CC(=O)Nc1ccc(C(N)=O)cc1)CC(=O)Nc1ccc(F)c(F)c1F` reads 0.6, -2, -7, 97, 14, 3, -4, 7, 3

# Three compounds picked at random from the list so far:
CRFBP-R2 agonist	p-CIP stab down	GalR3 antagonist	MEKK3 PB1 HTS	PHOSPHO1 block	IDE cell activ	CHRM4 PAM	CRFR2-BP antag	IDE cell inh	molecule
0.3	-11	-3	95	-3	5	-1	38	-4	Cc1ccc(NCc2ccccc2O)cc1C
-1.3	-1	.	102	-10	-13	-14	-36	5	O=C1c2ccccc2C(Nc2ccc(-c3nc4ccccc4[nH]3)cc2)N1Cc1ccco1 (stereo unspecified)
-0.8	.	-3	.	.	-2	-2	-2	-9	CCOc1ccccc1NC(=O)CSc1nnc(-c2cccnc2)o1
